Ecoli WT growth: blocks growth of wild type E. coli BW25113 | AID 552 | E. coli BW25113 growth inhibition, OD600 | actives 0.05% (n = 20,000) | inhibition, % at 10 µM; in the data active = inhibition above about 40%;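 also: bacteria exposed to compound for 20 hours at 37 °C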
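Assay system: Bacterial strain in a whole-cell growth screen | Amount: Inoculum from a 1:1000 dilution of a 1.5 h subculture | Detection: Absorbance at 615 nm as a measure of bacterial growth | Timing: 20 h exposure, 37 °C | Buffer or medium: LB plus kanamycin 50 µg/mL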
* hit, by the source's call. An excerpt (hit frequency here may not be typical).

mol | Ecoli WT growth
Cc1ccc2nc(CSc3nnc(-c4ccco4)n3-c3ccccc3)cc(=O)n2c1 | 11
COc1cccc(CC(NC(C)=O)C(=O)NC2CCN(c3c4c(nc5ncnn35)CCC4)CC2)c1 (stereo not drawn) | 7
CCOC(=O)c1ccc(NC(=O)Cn2cc3c(n2)CCC(C)C3)cc1 (stereo not drawn) | 5
Cc1cc(-c2cccnc2)c(C#N)c(SCC#N)n1 | -21
CCOC(=O)c1snc(-c2ccc(F)cc2)c1N | -20
CN1CCCC(OC(=O)c2ccc3c(c2)OCCO3)C1 (stereo not drawn) | 8
O=C(OCc1cccs1)c1ccccc1NS(=O)(=O)c1ccc2c(c1)OCCO2 | 5
COc1ccc(OC)c(-c2nc(C)sc2CC(=O)O)c1 | -5
CCNS(=O)(=O)c1ccc(NS(=O)(=O)c2cc(C)ccc2C)cc1 | -11
CC(C)N(Cc1nc(-c2ccccc2)no1)C(=O)c1ccc2c(c1)OCO2 | -18
Cc1ccc(C2=Nc3ccccc3NC(C)(c3ccc(C)o3)C2)o1 (stereo not drawn) | 11
O=C(CSc1nc(N2CCCCC2)nc(N2CCCCC2)n1)N1CCc2ccccc21 | -18
CC(C)OCC(O)CN1CCN(CC(O)COc2ccc3c(c2)OCO3)CC1 (stereo not drawn) | -4
COCCOC(=O)c1[nH]c2c(c1C)C(=O)CC(c1ccc(N(C)C)cc1)C2 (stereo not drawn) | 0
Nc1nc(-c2ccccc2)nc(-c2ccccc2O)n1 | -16
Nc1nnc(SCc2ccc3c(c2)OCO3)s1 | 7
O=C(Nc1ccccc1)c1ccc(NCc2cccnc2)c(S(=O)(=O)N2CCOCC2)c1 | -19
CCn1cc(C(=O)NC2CCc3ccccc32)c(=O)c2ccc(C)nc21 (stereo not drawn) | 6
CCOC(=O)c1cnc(SCc2nc(N)nc(Nc3ccc(C)cc3)n2)nc1N | -22
O=C1c2oc3ccccc3c(=O)c2C(c2cccs2)N1CCCN1CCOCC1 (stereo not drawn) | -9

The final four compounds of the section above open the next one:
mol | Ecoli WT growth
O=C(Nc1ccccc1)c1ccc(NCc2cccnc2)c(S(=O)(=O)N2CCOCC2)c1 | -19
CCn1cc(C(=O)NC2CCc3ccccc32)c(=O)c2ccc(C)nc21 (stereo not drawn) | 6
CCOC(=O)c1cnc(SCc2nc(N)nc(Nc3ccc(C)cc3)n2)nc1N | -22
O=C1c2oc3ccccc3c(=O)c2C(c2cccs2)N1CCCN1CCOCC1 (stereo not drawn) | -9
CCCOc1ccc(N2C(=O)CC(N3CCC(c4nncn4CC)CC3)C2=O)cc1 (stereo not drawn) | -13
Cc1ccc(/C(O)=C2\C(=O)C(=O)N(CCCN(C)C)C2c2ccccn2)cc1 (stereo not drawn) | -3
O=C(NC1CCS(=O)(=O)C1)OC1CCCCC1 (stereo not drawn) | -2
CCCn1cc(C(CC(=O)O)C(=O)O)c2ccccc21 (stereo not drawn) | 0
O=C(Nc1ccc2c(c1)ncn2-c1ccccc1)c1ccco1 | -12
CCc1c(C)sc(NC(=O)c2ccc(Br)o2)c1C(=O)OC | -8
COc1ccc(CCNC(=O)COc2ccc(S(=O)(=O)N3CCOCC3)cc2)cc1OC | -20
Cn1nnnc1SCc1ccc(C(=O)Nc2nccs2)cc1 | -3
CC(C)Cn1c(-c2ccccc2F)n[nH]c1=S | -19
Cc1ccc(NC(=O)CSc2nnc(Cc3cccn3C)n2-c2ccc(F)cc2)cc1 | 9
CCN(CC)c1ccc(NC(=O)CN2C(=O)CC(C)(C)S(=O)(=O)c3ccccc32)c(C)c1 | 9
COc1ccc(-n2c(Cc3cccn3C)nnc2SCC(=O)Nc2cccc(OC)c2)cc1 | 5
COc1ccc(OC)c(NC(=O)c2c(NC(=O)c3ccco3)sc3c2CCC3)c1 | -17
COc1ccc(C2CC(=O)c3c(C)nc(N4CCN(c5ccccc5)CC4)nc3C2)cc1 (stereo not drawn) | -4
COCCN(C(=O)c1csnn1)C(C(=O)NC1CCCCC1)c1cccs1 (stereo not drawn) | -1
C=CCNC(=O)CCCOc1cc(C)ccc1C | -21
C=CCNc1oc(-c2ccc(OCC)cc2)nc1C#N | 5
COC(=O)c1cc(Br)c(=O)n(CCc2ccc(F)cc2)c1 | -3
O=C(NCC1CCCO1)c1c(O)c2ccccc2[nH]c1=O (stereo not drawn) | -14
Cc1oc2cc3c(C(=O)OCCN(C)C)c(C)oc3cc2c1C(=O)OCCN(C)C | 6

(cont.)
mol | Ecoli WT growth
COc1nc2ccccc2c(=O)n1OCC(C)C | -16
O=C(O)c1cc(-c2ccco2)nc2ccccc12 | 5
CC(NCCC(c1ccccc1)c1ccccc1)c1ccccc1 (stereo not drawn) | 9
CS(=O)(=O)N(CC(=O)NC1CCCCC1)c1cccc(Cl)c1 | -15
O=S(=O)(NCc1ccc2c(c1)OCO2)c1cccc2cccnc12 | 4
O=C(c1ccco1)N1CCN(C(=O)c2cnn3cccnc23)CC1 | -15
COc1ccc(Br)cc1S(=O)(=O)N1CCOCC1 | -3
COc1c(Cl)cc(Cl)cc1C(=O)Nc1ccccc1N1CCN(C(C)=O)CC1 | -15
O=C(Nc1nnc(C2CCCO2)s1)c1cccs1 (stereo not drawn) | -22
CCOC(=O)CC(=O)Nc1c(C)cc(C)cc1C | 7
C/C(N)=C(/C#N)C(=O)COC(=O)c1cc(S(=O)(=O)N2CCCCC2)ccc1C | 3
C=CCOc1nc2c(c(=O)n(C)c(=O)n2C)n1C | -2
COc1ccc(OC)c(NC(=O)Cn2cc(C#N)c3cc(Br)ccc32)c1 | -22
COc1ccc(-n2c(SCC(N)=O)nc3sc4c(c3c2=O)CCN(C)C4)cc1 | -4
Cc1ccccc1NC(=O)C1Cc2ccccc2C(=O)O1 (stereo not drawn) | -4
COc1ccc2c(c1OC)C(=O)N1C(C(=O)O)Cc3c([nH]c4ccccc34)C21 (stereo not drawn) | 3
Cc1[nH]c(=O)[nH]c(=O)c1S(=O)(=O)N1c2ccc(F)cc2CCC1C (stereo not drawn) | -4
COc1ccc(Cl)cc1NC(=O)N(C)Cc1c(C)nn(C)c1C | -15
Cc1ccc(C)c(NS(=O)(=O)c2ccc(OCC(=O)NCc3ccco3)cc2)c1 | -18
Cc1cc(C(=O)NC(C)C2CCCO2)cs1 (stereo not drawn) | -18

Overlap with the part before: 2 compounds; new compounds follow.
mol | Ecoli WT growth
Cc1ccc(C)c(NS(=O)(=O)c2ccc(OCC(=O)NCc3ccco3)cc2)c1 | -18
Cc1cc(C(=O)NC(C)C2CCCO2)cs1 (stereo not drawn) | -18
COCC(=O)n1nc(NCc2ccc(OC)cc2)nc1NCc1ccc(OC)cc1 | -5
Cc1cccc(NCc2ccccc2O)c1 | 9
COc1cc2c(cc1OC)CN(Cc1nc3ccsc3c(=O)[nH]1)CC2 | -2
COc1ccc(C(C(C(=O)c2cccs2)N2CCOCC2)N2CCOCC2)cc1OC (stereo not drawn) | -3
CS(=O)(=O)N(CC(=O)N1CCCCCC1)c1ccccc1 | 6
CCN1CCN(C(=O)N[C@@H](C(=O)N[C@@H]2C(=O)N3[C@@H]2SC(C)(C)[C@@H]3C(=O)O)c2ccccc2)C(=O)C1=O | 32
COC(=O)CNC(=O)Cc1c(F)cccc1Cl | -12
C=CCSc1nnc(-c2ccccc2NC(=O)CC)c(=O)[nH]1 | 8
COC(=O)Oc1nsnc1N1CCOCC1 | -34
COc1ccc(CCNS(=O)(=O)c2cccc(F)c2)cc1OC | -14
COCCCNCC(=O)Nc1ccc(OC(F)(F)F)cc1 | -7
CC(C)CN1C(=O)c2ccc(C(=O)Nc3nccs3)cc2C1=O | 8
CC(=O)Nc1ccc(-c2nnc(SCC(=O)n3c4c(c5ccccc53)CCCC4)n2C)cc1 | -22
COc1ccc(C2CC(c3cccs3)n3nc(N)nc3N2)cc1 (stereo not drawn) | 11
O=C(Cc1ccccc1)NCCCN1CCN(CCCNC(=O)Cc2ccccc2)CC1 | 2
CC(=O)c1ccc(NS(=O)(=O)c2ccccc2)cc1 | 9
Cc1ccc(NC(=O)c2ccccc2)s1 | -10
CSc1ccc(S(=O)(=O)NCCOc2ccccc2C)cc1 | -13
CC(C)NS(=O)(=O)c1cc(C(=O)O)ccc1Cl | 3
COc1cc2c(cc1NC(=O)CN1CCN(S(=O)(=O)c3ccc(F)cc3)CC1)oc1ccccc12 | 0

Other entries
mol | Ecoli WT growth
CCCCN(CCCNC(=O)C1CCN(S(=O)(=O)CC)CC1)c1ccccc1 | 5
CCOc1ccccc1NC(=O)CCSc1nc2n[nH]c(C)c2c(=N)n1-c1ccccc1Cl | -1
O=C1NC(c2ccccc2)(C(F)(F)F)SC2=NCCCN12 (stereo not drawn) | 1
O=C(Cn1cnc2ccccc2c1=O)NCc1ccco1 | -13
O=C(O)C1CCCCC1C(=O)Nc1nc(-c2cccs2)cs1 (stereo not drawn) | -16
Cc1cc(NC(=O)COC(=O)C2COc3ccccc3O2)no1 (stereo not drawn) | 1
COc1cc(NS(=O)(=O)c2ccc(OC)c(C)c2C)c(OC)cc1Cl | 0
Cc1cc(C(=O)N2CCN(c3ncccn3)CC2)sc1-c1ccccc1 | 5
CN(Cc1ccco1)C(=O)Cn1c(=O)oc2cc(S(=O)(=O)NCc3ccccc3)ccc21 | 3
COc1cc(NS(=O)(=O)c2ccc(N)cc2)ncn1 | -2
Cc1onc(-c2c(F)cccc2Cl)c1C(=O)N1CCN(S(C)(=O)=O)CC1 | 1
COc1cccc(NS(=O)(=O)c2ccc3[nH]cc(C(=O)NC4CC4)c(=O)c3c2)c1 | 0
O=C1CC(c2ccco2)CC2=C1C(c1ccccc1)n1nc(C(F)(F)F)nc1N2 (stereo not drawn) | -12
Cn1c(SC/C=C/c2ccccc2)nnc1-c1cccs1 | -7
CCOc1cccc(-n2nnnc2-c2ccc(OC)cc2)c1 | -2
CC1(C)CC2CC(C)(CN2S(=O)(=O)c2ccc(N)cc2)C1 (stereo not drawn) | -2
Cc1nn(C(=O)c2ccoc2C)c(N)c1-c1ccccc1 | 2
CC1=C(C(N)=O)C(c2ccc(C)o2)C(C(N)=O)=C(C)N1 | -29
CCOCCCNC(=O)Cc1ccc(OC)c(OC)c1 | 3
CCOC(=O)C1=C(C)NC2=C(C(=O)CC(C)(C)C2)C1c1ccc(N(C)C)cc1 (stereo not drawn) | 15

Looked up by structure from the list above, 4 records:
mol | Ecoli WT growth
Cc1cc(NC(=O)COC(=O)C2COc3ccccc3O2)no1 (stereo not drawn) | 1
O=C(Cn1cnc2ccccc2c1=O)NCc1ccco1 | -13
CCCCN(CCCNC(=O)C1CCN(S(=O)(=O)CC)CC1)c1ccccc1 | 5
Cc1onc(-c2c(F)cccc2Cl)c1C(=O)N1CCN(S(C)(=O)=O)CC1 | 1

Additional results:
mol | Ecoli WT growth
Cc1c(Cl)cccc1NC(=O)CSCC(N)=O | 6
O=C(NC1CCCCCCC1)c1ccc2c(c1)OCO2 | -10
COC(=O)c1ccc2c(c1)C(=O)N(C1CCCCC1)C2=O | 8
COC(=O)Cn1cc(C(=O)C2CC2)c2ccccc21 | -17
CCOCCCNC(=O)C(Cc1ccccc1)NC(=O)c1ccco1 (stereo not drawn) | -5
Oc1ccc(Br)cc1/C=N/n1cnc2ccccc21 | -19
Cn1c(=O)[nH]c(=O)c2c1nc(Br)n2CCCSc1nc2ccccc2o1 | -1
Cc1cc(-c2ccccc2)nc(SCc2ccc(C(=O)O)o2)n1 | -9
CCCN1C(=O)c2ccc(C(=O)NC3CCCCC3)cc2C1=O | -10
Cc1cc2oc(=O)cc(CN3CCCCC3)c2cc1C(C)C | -1
CC(C)(C)NC(=O)c1ccc2c(c1)C(=O)N(C1CCCCC1)C2=O | 4
CCC1CCCCN1C(=O)CSc1nnc(-c2ccco2)o1 (stereo not drawn) | 16
CN(C)c1ccc(NC(=O)Nc2cccc(Cl)c2)cc1 | -8
O=C(CSc1nnnn1-c1cccc2ccccc12)N1CCOCC1 | -23
Cc1cc(C)nc(N2CCCC(C(=O)Nc3ccc4c(c3)OCO4)C2)n1 (stereo not drawn) | -4
COc1ccc(OCC(=O)Nc2ccccc2OC(F)F)cc1 | -18
O=C(O)CCc1ccc(-c2ccc(F)cc2)n1Cc1ccco1 | -23
CCOC(=O)C(C)(C)Sc1nc2c(cnn2-c2ccc(C)cc2)c(=O)[nH]1 | 0
Cc1cc(NC(=O)CSc2nc(-c3ccccc3)c(C#N)c(=O)[nH]2)no1 | -6
O=C(CCC1CCCCC1)NCc1ccncc1 | -7

The list goes on.
mol | Ecoli WT growth
N#Cc1nc(-c2cccs2)oc1NCCCN1CCOCC1 | 5
c1ccc(OCCCn2nnc(-c3ccncc3)n2)cc1 | -2
Cc1cc2c3c(c1C)C1(C(=O)N3C(C)(C)CC2C)C(C#N)=C(N)Oc2n[nH]c(C)c21 (stereo not drawn) | -20
Cc1cccc(-n2ncc(C#N)c2N)c1 | -4
Cc1cc(C(=O)OCCO)c(C#N)c(N)n1 | 8
Cn1c2ccc(F)cc2c2ncn(CCN3CCOCC3)c(=O)c21 | -2
CC(C)(C)c1cc(NS(=O)(=O)c2ccc3c(c2)OCCO3)on1 | -4
COc1ccccc1NC(=O)Cn1c(=O)oc2ccccc21 | 3
CC(=O)c1cccc(NC(=O)N2C3CCC2CC(O)(c2cccnc2)C3)c1 (stereo not drawn) | -3
CCN(CC)C(c1ccc(C)cc1)c1nnnn1C1CCCCC1 (stereo not drawn) | 3
COc1ccc(N2C(=O)CC(NCc3ccncc3)C2=O)cc1 (stereo not drawn) | -1
CCS(=O)(=O)c1ccc(S(=O)(=O)CC)s1 | 7
CCOc1cc(NC(=O)c2ccccn2)c(OCC)cc1NC(=O)CC(C)C | 7

Compound activity: PubChem, SRMLSC
